Assay outcomes (PubChem)
FBW7 activator = activators of human E3 ligase FBW7 | AID 1259310 | Q969H0 | hit rate 0.13% among 650,000 | AlphaScreen FBW7–phospho-cyclin E peptide binding, activator screen | normalized activity (activation), % at 26.1 µM; in the data active = normalized activity above about 1.9%;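 also: purified mutant Fbw7 with reduced substrate affinity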
TEAD-YAP block = TEAD-YAP interaction inhibition; HEK-TIYL cells, TEAD-Gal4/YAP UAS-luciferase luminescence; inhibition, % at 9.12 µM; hit rate 1.4% among 640,000; in the data active = inhibition above about 32%;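 also: 0% = median of test compound wells and 100% = reference inhibitor wells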
GPR151 ag = human GPR151 activation; Q8TDV0; PathHunter beta-arrestin GPR151 cells, luminescence; activation, % at 11.2 µM; hit rate 1% among 650,000; AID 1508602; in the data active = activation above about 4.9%;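 also: 0% = median of compound wells and 100% = cells with positive control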
Target sequence (Q8TDV0 whole entry, looked up): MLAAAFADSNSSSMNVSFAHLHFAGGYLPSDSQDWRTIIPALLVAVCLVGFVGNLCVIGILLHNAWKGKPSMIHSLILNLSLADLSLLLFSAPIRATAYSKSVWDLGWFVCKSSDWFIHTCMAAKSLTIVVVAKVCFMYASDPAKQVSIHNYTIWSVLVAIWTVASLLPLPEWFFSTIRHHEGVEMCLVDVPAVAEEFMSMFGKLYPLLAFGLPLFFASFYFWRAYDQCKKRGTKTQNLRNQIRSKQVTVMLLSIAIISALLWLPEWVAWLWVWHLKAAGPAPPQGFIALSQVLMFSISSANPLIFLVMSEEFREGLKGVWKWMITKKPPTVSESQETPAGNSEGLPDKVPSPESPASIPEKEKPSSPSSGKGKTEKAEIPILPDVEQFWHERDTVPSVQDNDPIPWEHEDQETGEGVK
MITF inh = inhibitors of human MITF. O75030. AlphaScreen MITF homodimerization, bead proximity signal. inhibition, % at 2.6 µM. hit rate 0.91% among 650,000. AID 1259374; in the data active = inhibition above about 50%;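 also: 0% = vehicle wells with protein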
Target sequence (O75030 whole entry, looked up): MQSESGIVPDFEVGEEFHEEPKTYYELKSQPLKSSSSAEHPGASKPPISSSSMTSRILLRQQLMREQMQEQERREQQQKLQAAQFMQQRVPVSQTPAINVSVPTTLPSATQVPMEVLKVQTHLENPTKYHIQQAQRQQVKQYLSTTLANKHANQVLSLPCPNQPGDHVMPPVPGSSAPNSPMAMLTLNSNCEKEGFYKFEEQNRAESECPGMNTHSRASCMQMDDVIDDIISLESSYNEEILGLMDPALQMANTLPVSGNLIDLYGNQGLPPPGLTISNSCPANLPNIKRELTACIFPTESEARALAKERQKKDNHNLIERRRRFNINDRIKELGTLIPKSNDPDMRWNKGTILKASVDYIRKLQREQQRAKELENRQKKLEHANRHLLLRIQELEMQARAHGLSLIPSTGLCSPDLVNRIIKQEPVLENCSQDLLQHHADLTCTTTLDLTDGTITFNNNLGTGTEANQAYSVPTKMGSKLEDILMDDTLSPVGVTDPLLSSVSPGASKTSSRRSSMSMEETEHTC
The depositor's hits bear a star; x = no result given. Outcome played no part in choosing rows; 3.4% or so of the library scored in one or more.

Start of the listing, in advance (16 entries):
SMILES	FBW7 activator	TEAD-YAP block	GPR151 ag	MITF inh
Cc1cc(C)c(S(=O)(=O)Nc2cc(Cl)ccc2Cl)c(C)c1	0.3	3	-0.1	19
CN(C)S(=O)(=O)c1ccc(C(=O)NCCOc2ccccc2)cc1	0.1	-68	0.9	7
Cc1ccc(-n2c(SCC(=O)NCc3cccs3)nc3[nH]ncc3c2=O)cc1Cl	0.1	5	-0.8	10
CCCCNC(=O)CCC(=O)Nc1ccc2nc(N3CCC(C)CC3)cc(C)c2c1	0.1	-17	0.3	-8
COc1cccc2cc(/C=C3\NC(=S)NC3=O)oc12	0.1	-6	-1.0	0
CCC(C)C(=O)Nc1cc(C(=O)O)cc(C(=O)O)c1 (centres undefined)	0.1	-12	0.0	7
Cc1cccnc1NC(=O)CCCC(=O)O	0.6	13	-0.8	8
CC(C)n1cnc2c(Nc3ccc(N4CCOCC4)cc3)nc(Nc3ccc(-n4ccnc4)cc3)nc21	0.0	50*	3.6	3
Cc1ccc(O)c(C(=O)CC(=O)c2ccccc2C)c1	-0.1	-39	1.3	-9
Cc1ccc(-c2nc3cnccn3c2NC2CCCCC2)o1	0.0	-17	1.5	-3
COc1ccccc1N=c1oc2ccc3ccccc3c2cc1C(=O)NC(C)=O	-0.2	-34	-0.1	-2
COc1cccc(CN2CCC(C3(C)NC(=O)N(Cc4ccsc4)C3=O)CC2)c1 (centres undefined)	0.2	2	1.5	-2
Cc1ccc(-c2nc3ccccc3c(=O)n2Cc2ccc(C(C)(C)C)cc2)cc1	0.0	-9	1.9	-6
COc1ccc(/C(O)=C2/C(=O)C(=O)N(Cc3cccnc3)C2c2ccc(O)c(OC)c2)cc1 (centres undefined)	0.1	8	1.3	2
COCC(=O)N1CCc2c([nH]c3ccccc23)C1c1cccc(C)c1 (centres undefined)	-0.1	-3	1.2	-3
COc1ccc(/C(N)=N/OC(=O)c2cc(Cl)ccc2Cl)cc1OC	0.1	4	1.3	13

This part in full (from the top)
SMILES	FBW7 activator	TEAD-YAP block	GPR151 ag	MITF inh
Cc1cc(C)c(S(=O)(=O)Nc2cc(Cl)ccc2Cl)c(C)c1	0.3	3	-0.1	19
CN(C)S(=O)(=O)c1ccc(C(=O)NCCOc2ccccc2)cc1	0.1	-68	0.9	7
Cc1ccc(-n2c(SCC(=O)NCc3cccs3)nc3[nH]ncc3c2=O)cc1Cl	0.1	5	-0.8	10
CCCCNC(=O)CCC(=O)Nc1ccc2nc(N3CCC(C)CC3)cc(C)c2c1	0.1	-17	0.3	-8
COc1cccc2cc(/C=C3\NC(=S)NC3=O)oc12	0.1	-6	-1.0	0
CCC(C)C(=O)Nc1cc(C(=O)O)cc(C(=O)O)c1 (centres undefined)	0.1	-12	0.0	7
Cc1cccnc1NC(=O)CCCC(=O)O	0.6	13	-0.8	8
CC(C)n1cnc2c(Nc3ccc(N4CCOCC4)cc3)nc(Nc3ccc(-n4ccnc4)cc3)nc21	0.0	50*	3.6	3
Cc1ccc(O)c(C(=O)CC(=O)c2ccccc2C)c1	-0.1	-39	1.3	-9
Cc1ccc(-c2nc3cnccn3c2NC2CCCCC2)o1	0.0	-17	1.5	-3
COc1ccccc1N=c1oc2ccc3ccccc3c2cc1C(=O)NC(C)=O	-0.2	-34	-0.1	-2
COc1cccc(CN2CCC(C3(C)NC(=O)N(Cc4ccsc4)C3=O)CC2)c1 (centres undefined)	0.2	2	1.5	-2
Cc1ccc(-c2nc3ccccc3c(=O)n2Cc2ccc(C(C)(C)C)cc2)cc1	0.0	-9	1.9	-6
COc1ccc(/C(O)=C2/C(=O)C(=O)N(Cc3cccnc3)C2c2ccc(O)c(OC)c2)cc1 (centres undefined)	0.1	8	1.3	2
COCC(=O)N1CCc2c([nH]c3ccccc23)C1c1cccc(C)c1 (centres undefined)	-0.1	-3	1.2	-3
COc1ccc(/C(N)=N/OC(=O)c2cc(Cl)ccc2Cl)cc1OC	0.1	4	1.3	13
CCOC(=O)c1cnc(SCC(=O)Nc2ccc(OC)c(Cl)c2)nc1N	-0.3	-7	-1.3	-2
N#Cc1ccccc1NC(=O)c1ccc(Br)o1	0.2	-1	-2.9	15
C=CCSc1nnc(-c2c[nH]c3ccccc23)n1C	0.4	-29	3.8	22
O=C(N/C(=C\c1ccco1)C(=O)N1CCCC1)c1ccccc1	-0.1	2	0.7	-1
C[C@H]1C(=O)Nc2cc(S(C)(=O)=O)ccc2N1C(=O)c1ccc(Cl)cc1Cl	0.1	4	-1.1	4
CNC(=O)/C(C#N)=C/c1c(Oc2ccccc2C)nc2ccccn2c1=O	0.0	30	-5.0	12
CC(=O)NCC(=O)OCc1ccc([N+](=O)[O-])cc1	0.5	3	0.5	0
COc1ccc(CCNc2nc(NC3CCN(Cc4ccccc4)CC3)nc3c2ncn3C2CCCCC2)cc1	-0.1	19	-0.2	12
COC(=O)c1ccccc1NC(=O)c1cc2nc(-c3ccccc3)cc(C(F)(F)F)n2n1	-0.2	9	1.4	-5

Record cards, as listed above. Order of screens: FBW7 activator, TEAD-YAP block, GPR151 ag, MITF inh
`N#Cc1ccccc1NC(=O)c1ccc(Br)o1` is listed as 0.2, -1, -2.9, 15
`CN(C)S(=O)(=O)c1ccc(C(=O)NCCOc2ccccc2)cc1` is listed as 0.1, -68, 0.9, 7
`CNC(=O)/C(C#N)=C/c1c(Oc2ccccc2C)nc2ccccn2c1=O` is listed as 0.0, 30, -5.0, 12
`COc1cccc(CN2CCC(C3(C)NC(=O)N(Cc4ccsc4)C3=O)CC2)c1` (centres undefined) is listed as 0.2, 2, 1.5, -2

Continuation:
SMILES	FBW7 activator	TEAD-YAP block	GPR151 ag	MITF inh
COc1ccc(CN2CC(C(=O)NC3CCCCC3)CC2=O)cc1 (centres undefined)	0.8	4	-1.2	17
OC(COc1ccccc1Cl)CN1CCN(CC(O)COc2ccccc2Cl)CC1 (centres undefined)	-0.3	8	1.9	-8
O=C(NC1CC1)c1ccc(-c2cc(Nc3ccc(N4CCOCC4)cc3)ncn2)cc1	0.1	2	-1.6	16
Cc1nc2c(-c3cccs3)cnn2c(C)c1C	0.0	-35	-1.2	-9
Cc1ccc(Cl)cc1N1CCN(S(=O)(=O)c2cccc3nonc23)CC1	0.1	-9	1.2	10
CN(C)c1ccc(NC(=O)c2ccc(N3C(=O)c4cccnc4C3=O)cc2)cc1	-0.6	-20	-1.4	20
CCN1CCN(c2oc(-c3ccc(COc4ccc(Cl)cc4)o3)nc2C#N)CC1	-0.7	10	0.7	20
Cc1ccc2c(c1)CCCN2S(=O)(=O)c1cc(OCC(N)=O)c(C)cc1Cl	0.1	4	1.2	49
COc1ccc(Cl)cc1Nc1nc(-c2cccs2)cs1	0.3	-2	-0.4	-3
COc1ccc(CCCc2nnc(SCC(=O)NN)o2)cc1	0.1	3	3.0	17
COc1ccc(-c2noc(N(C)CC(=O)Nc3ccc4c(c3)OCCO4)n2)cc1	-0.1	0	2.2	12
COC(=O)c1nc(N)n(-c2nc(-c3ccc(OC)cc3)cc(C(F)(F)F)n2)n1	0.0	9	-1.1	4
O=C(Nc1ccccc1N1CCOCC1)c1ccc(N2CCOCC2)c([N+](=O)[O-])c1	-0.2	-10	0.0	11
CCCCOc1cccc(NC(=O)CSc2nncn2C)c1	-0.1	5	-0.7	-10
CCOC(=O)c1c(C)oc2ccc(N(C(=O)Oc3ccccc3)S(=O)(=O)c3ccc(Cl)c([N+](=O)[O-])c3)cc12	0.0	1	-0.3	7
CCC(=O)N(CCC(c1ccccc1)C1CCOC(C)(C)C1)C(C)c1ccccc1 (centres undefined)	-0.2	4	0.8	19
COc1ccc2c(c1)O[C@@H](c1ccc3c(c1)OCO3)C(OC(=O)NC1CCCC1)C2=O (some centres undefined)	-0.1	x	-0.8	-8
O=C(NNC(=S)Nc1ccccc1C(F)(F)F)c1ccncc1	-0.1	-1	-0.1	-25
C#CCn1c(=NC(=O)CSCC(=O)N2CCCC2)sc2ccccc21	-0.1	8	-1.3	3
CC(C)c1csc(CN2CCC(CCC(=O)NC3CC3)CC2)n1	0.0	-19	-1.9	17
Cc1ccc(N2C(=O)NC(=O)/C(=C\c3cccc(C)c3)C2=O)cc1	0.0	-4	-0.5	9
C=CCNC(=O)c1ccccc1NC(=O)Cc1ccccc1[N+](=O)[O-]	0.1	-3	-1.0	-3
COc1cc2c(cc1OC)C(C(=O)NC1CCCCC1)C1c3ccccc3CCN1C2=O (centres undefined)	-0.1	-7	-0.6	-6
CCCNc1nc2ccccn2c(=O)c1/C=C1\SC(=S)N(Cc2ccccc2)C1=O	0.0	5	0.5	7
Cc1ccc(-n2[nH]c(=O)ccc2=O)c(C)c1	-0.1	-9	-2.0	-2
SMILES	FBW7 activator	TEAD-YAP block	GPR151 ag	MITF inh
COc1ccc(CNC(=S)NCCOc2ccccc2OC)cc1	-0.1	4	1.0	-1
CCc1ccc(C2=NN(C(C)=O)C(c3ccco3)C2)cc1 (centres undefined)	-0.2	-59	-2.7	17
CCCCOc1ccc(C(=S)N2CCOCC2)cc1	-0.4	5	0.6	0
CS(=O)(=O)c1ccccc1C(=O)Nc1sccc1C#N	-0.2	5	2.3	4
COc1ccc(/C=C(/NC(=O)c2ccccc2Br)C(=O)NCCCO)cc1	0.1	2	0.0	-2
Cc1cc(I)ccc1NC(=O)c1cccc(CSc2ccccn2)c1	0.0	1	0.9	1
COCCN1C(=O)c2ccccc2C(C(=O)Nc2ccc(OC)c(OC)c2)C1c1ccc(F)cc1 (centres undefined)	1.1	-1	-1.1	24
O=C(Nc1ccccc1)Nc1nnc(C23CC4CC(CC(C4)C2)C3)s1	0.1	10	-0.2	12
O=[N+]([O-])c1ccc(S(=O)(=O)Nc2ccc(Nc3ccccc3)cc2)cc1	0.0	16	-0.1	-1
NC(=O)C1CCCN(S(=O)(=O)c2cc(Cl)ccc2Cl)C1 (centres undefined)	0.0	-1	-1.7	16
Cc1cc(/C=C(/C#N)C(=O)Nc2ccc(Cl)cc2)c(C)n1-c1cccnc1	0.3	-3	0.4	-1
Cc1cccc(NC(=O)CSc2nc(-c3cccs3)cc(C(F)(F)F)c2C#N)c1	-0.1	-10	-1.3	-13
CC1CCN(c2nc(-c3ccc(F)cc3)cs2)CC1	0.0	-36	-1.1	1
C=CCN1C(=O)CN(c2ccc(C)cc2)C1=S	0.3	-18	0.7	13
COc1ccc2nc(NC(=O)C3(S(=O)(=O)c4ccc(C)cc4)CC3)sc2c1	0.0	-6	-1.0	1
CCS(=O)(=O)N1CCCC(C(=O)NCCc2ccc(OC)c(OC)c2)C1 (centres undefined)	1.4	-6	0.4	17
COc1ccc(/C=C2\N=C(c3ccc(-c4ccccc4)cc3)OC2=O)cc1OC	-0.2	-4	-0.5	4
Cc1nn2c(=O)c3c4c(sc3nc2c2ccccc12)CCCC4	0.0	52*	0.0	2
CC(C)CC(NC(=O)c1ccco1)C(=O)O (centres undefined)	-0.1	11	0.8	3
COc1cc(/C=C2\SC(=S)N(C(CCSC)C(=O)O)C2=O)cc(OC)c1OC (centres undefined)	-0.2	-3	-2.1	-4
COc1cccc(C2C(C#N)=C(N)Oc3n[nH]c(-c4ccccc4)c32)c1OC (centres undefined)	-0.4	1	0.6	-3
COc1ccccc1NC(=O)c1ccccc1S(=O)(=O)c1ccc([N+](=O)[O-])cc1	-0.1	-13	4.7	2
CNC(=O)c1c(NC(=O)COc2ccccc2)sc2c1CCCCC2	0.0	-6	2.4	7
Cc1cc(=O)n2nc(N3CCCC3C(=O)N3CCC4(CC3)OCCO4)sc2n1 (centres undefined)	0.0	9	0.1	1
N#C/C(=C\c1cccc(Oc2ccccc2)c1)C(=O)Nc1ccc(S(N)(=O)=O)cc1	0.0	-6	-0.7	-10
COc1ccc(-c2cc(C3CC3)nc(SCC(=O)c3ccc(Br)cc3)c2C#N)cc1	0.1	-2	-0.9	7
COc1ccc(CCNC(=O)COc2ccc(S(=O)(=O)NCC(C)C)cc2C)cc1	-0.2	3	-1.4	12
N#CCCSc1nnc(-c2cccnc2)n1Cc1ccccc1	-0.1	4	-0.2	6
COc1ccc(-c2nc3n(c(=O)c2C#N)CCCS3)cc1	0.9	8	0.1	17
COC(=O)CC1C=CS(=O)(=O)C1 (centres undefined)	0.2	3	-0.8	7
